PGE2 EP2 inh: inhibitors of human EP2 prostaglandin E2 receptor; P43116; C6 glioma cells expressing human EP2, cAMP TR-FRET; cells stimulated with saturating PGE2; inhibition, % at 25 µM; 260,000 compounds, 0.52% hits; AID 1422;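 active means percent inhibition above 40 after rounding to a whole number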;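 further: rat C6 glioma host cells with rolipram phosphodiesterase inhibitor present; the protocol text gives 20 µM as final concentration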
NCF1 inh: blocks human p47phox regulatory protein of NADPH oxidases; P14598; p47phox/p22phox peptide binding, fluorescence polarization, 2 h; inhibition, % at 24.7 µM; 220,000 compounds, 0.53% hits;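 active means inhibition above about 30%, limit read from the data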;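 further: 0% = p47phox with labelled peptide and 100% = labelled peptide alone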
Target sequence (P14598 whole entry, looked up): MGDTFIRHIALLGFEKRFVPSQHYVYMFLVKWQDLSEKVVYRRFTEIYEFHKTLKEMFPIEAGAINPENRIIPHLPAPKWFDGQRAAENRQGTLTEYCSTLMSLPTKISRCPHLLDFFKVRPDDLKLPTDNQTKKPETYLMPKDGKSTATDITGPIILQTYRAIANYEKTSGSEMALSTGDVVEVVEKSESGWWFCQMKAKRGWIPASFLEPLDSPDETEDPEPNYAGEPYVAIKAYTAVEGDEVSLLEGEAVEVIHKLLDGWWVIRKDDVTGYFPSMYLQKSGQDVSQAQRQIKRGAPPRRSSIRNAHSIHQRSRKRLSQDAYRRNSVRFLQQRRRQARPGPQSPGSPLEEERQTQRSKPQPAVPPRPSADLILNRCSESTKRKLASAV
PPC-1+TRAIL kill: compounds killing PPC-1 cancer cells with TRAIL present (potentiator screen, no TRAIL-free arm); PPC-1 cells + TRAIL, ATPLite viability luminescence; AID 1443; 220,000 compounds, 0.41% hits; cell killing (% activity), % at 4 µM;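 active means cell killing above 50% in the first pass at 4 µM, then a duplicate retest at 5 µM averaging 50% or more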;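 further: plate controls were cells with TRAIL plus DMSO for no effect and medium-only wells lacking cells for full effect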
* marks the source's active call; other numbers are inactive results; x = not tested or not shown; & = joins results of further samples. Not all compounds are listed; rates above refer to the full screens.

SMILES	PGE2 EP2 inh	NCF1 inh	PPC-1+TRAIL kill
Cc1ccc(C(=O)C2=C(O)C(=O)N(CCCN(C)C)C23C(=O)N(C)c2ccccc23)o1 (stereo unspecified)	16.5	x	-8.6
O=c1c2c3nc4ccccc4nc3n(/N=C/c3ccco3)c2ncn1CCC1=CCCCC1	13.8	x	9.2
Cc1nn2c3c(cnc2c1-c1ccc(Cl)cc1)C(=O)CC(c1ccco1)C3 (stereo unspecified)	13.6	x	28.8
CCOc1ccc(C2C(C#N)=C(N)N3C(=C2C#N)Sc2ccccc23)cc1 (stereo unspecified)	9.0	x	32.7
CN1CCN(Cc2nc3c(c(=O)[nH]c(=O)n3C)n2Cc2c(F)cccc2Cl)CC1	11.2	x	-3.5
CC(=O)c1c(COC(=O)c2ccco2)nc2ccccc2[n+]1[O-]	21.6	x	12.8
C=CCn1c(SCc2cc(=O)n3ccsc3n2)nc2sc(C)c(C)c2c1=O	7.0	x	-5.6
C=C1CSc2nc(=O)c3c4c(sc3n21)CCC4	-0.8	x	9.3
CCOC(=O)c1c(NC(=O)CSc2nc3c(c(=O)n(C)c(=O)n3C)n2CC)sc(C)c1C	10.1&5.9	x	28.0
O=C(c1ccc(C(=O)N2CCCc3ccccc32)nc1)N1CCCc2ccccc21	8.7	x	-2.9
CC1(C)CC(=O)C(C=NCCN2CCN(C(=O)C34CC5CC(CC(C5)C3)C4)CC2)=C(O)C1	10.4	x	48.5
COc1ccc(CN2CCN(c3cc(C)nc4c5c(C)cc(C)nc5nn34)CC2)cc1F	10.6	x	17.3
Cc1ccc(CNC(=O)c2cc3c(=O)n4ccccc4nc3n(Cc3ccco3)c2=N)cc1	16.3	x	5.2
CCOc1ccc(NC(=O)CSc2nc3c(c(=O)n2-c2ccccc2OC)SCC3)cc1	9.8	x	19.4
CCSc1nnc(NC(=O)c2cnccn2)s1	8.3	x	4.3
N#Cc1c(NC(=O)CSc2nc3ccccc3c(=O)n2Cc2ccco2)sc2c1CCCC2	1.9&16.3	x	9.1
COc1ccc(CC(=O)Nc2cc(C)c3c(=O)oc4ccccc4c3n2)cc1	13.8	x	19.7
COc1ccc(S(=O)(=O)N2CC(C)N(S(=O)(=O)c3ccc(OC)cc3)CC2C)cc1 (stereo unspecified)	13.4	x	10.5
Cc1csc2ncc(C(=O)Nc3ccccc3F)c(=O)n12	12.4	x	12.8
Cc1cc(C)n(-c2ccc(Cl)c(C(=O)OCC(=O)N3CCCCC3C)n2)n1 (stereo unspecified)	9.5	x	0.1
O=c1c2c([nH]c3ccc(Br)cc13)CCCC2	-2.5&17.4	x	-7.8
CCn1c(NCCc2ccc(OC)c(OC)c2)nc2c1c(=O)n(C)c(=O)n2C	-1.6	x	3.5
COC(=O)c1c(O)ccc(Oc2ccccc2)c1C(=O)OC	8.7	-3.3	-15.4
Cn1c(CCN2CCCCC2)nc2cc(NS(=O)(=O)c3ccc(Cl)cc3)ccc21	7.2	-14.7	7.4
Cc1ccc2c(c1C)NC(C(=O)O)C1CC=CC21 (stereo unspecified)	11.1	-7.1&-25.9	8.9
O=C(CCn1c(=O)sc2ccccc21)NCCC1=CCCCC1	5.2	7.8	13.2
COCc1cc(C)nc(N)c1C#N	5.9	-8.2	10.6
CCOC(=O)c1sc(NC(=O)c2ccco2)nc1C	12.6	-5.5	8.1
Cc1cc(C)n2nc3nc(N4CCCCC4)nc(-c4ccco4)c3c2n1	12.7	-22.0	14.1
CCC12CN3CC(CC)(CN(C1)C31C(=O)N(C)c3ccc(C)cc31)C2=O (stereo unspecified)	0.9	-3.3	4.4

3 entries out of the list above, sorted by their value in NCF1 inh, rising:
| smiles | NCF1 inh |
| --- | --- |
| Cc1cc(C)n2nc3nc(N4CCCCC4)nc(-c4ccco4)c3c2n1 | -22.0 |
| COCc1cc(C)nc(N)c1C#N | -8.2 |
| O=C(CCn1c(=O)sc2ccccc21)NCCC1=CCCCC1 | 7.8 |

(list continues)
SMILES	PGE2 EP2 inh	NCF1 inh	PPC-1+TRAIL kill
O=C1CC(C(=O)Nc2nccs2)C(c2ccccc2)O1 (stereo unspecified)	8.2	12.4	20.2
Cc1cc(C)n2nc(SCc3ncc(-c4ccccc4)o3)nc2n1	16.7	-3.3	32.5
N#CC1=C(N)OC2=C(C(=O)CCC2)C12CCN(C(=O)OCc1ccccc1)CC2	9.3	-2.0	-15.9
COc1ccc(OCc2cccc(C(=O)O)c2)cc1	6.8	8.8	33.6
COC(=O)c1ccccc1NC(=O)c1noc2c1CCC2	6.5	-15.9	1.8
O=C(c1ccc(=O)oc1)N1CCN(c2ccc(F)cc2)CC1	10.9	-40.5	-8.0
CC1(C)CC(=O)C2=C(C1)Nc1ccccc1NC2c1cccnc1 (stereo unspecified)	15.9	1.1	6.7
O=C1C2C3C=CC(C3)C2C(=O)N1CNc1ccc(O)cc1 (stereo unspecified)	2.6	0.1	-0.7
Cc1cccc(OCC(=O)Nc2ccc(N3CCCC3)cc2)c1C	9.9	4.7	7.9
CCn1cc(C(=O)NCc2ccccn2)c(=O)c2cc(F)c(N3CCN(C)CC3)cc21	9.0	-7.0	19.1
CCCCN(C(=O)Cn1nnc2ccccc21)C(C(=O)NCCOC)c1ccc(OC)cc1OC (stereo unspecified)	10.2	3.0	-6.1
Cc1c(C(=O)NC2CC2)oc2ccc(S(=O)(=O)N3CCCCCC3)cc12	6.0	1.9	21.5
COc1ccc(OC)c(C2C=C(c3ccc(C)c(C)c3)Nc3nnnn32)c1 (stereo unspecified)	22.1	-0.2	18.3
Clc1cccc(Nc2ncnc3c2cnn3-c2ccccc2)c1	13.3	-11.6	25.4
O=C(O)C1C2CCC(C2)C1C(=O)NCCCn1ccnc1 (stereo unspecified)	7.9	-0.1	4.8
COc1ccccc1OCC(=O)N1CCN(c2ccccc2OC)CC1	2.9	-0.8	10.1
Cn1cnnc1SCC(=O)Nc1ccccc1Sc1ccccc1	12.2	-4.6	10.7

20 entries from above, in CSV form:
compound,PGE2 EP2 inh,NCF1 inh,PPC-1+TRAIL kill
Cc1ccc2c(c1C)NC(C(=O)O)C1CC=CC21 (stereo unspecified),11.1,-7.1&-25.9,8.9
O=C(CCn1c(=O)sc2ccccc21)NCCC1=CCCCC1,5.2,7.8,13.2
COCc1cc(C)nc(N)c1C#N,5.9,-8.2,10.6
CCOC(=O)c1sc(NC(=O)c2ccco2)nc1C,12.6,-5.5,8.1
Cc1cc(C)n2nc3nc(N4CCCCC4)nc(-c4ccco4)c3c2n1,12.7,-22.0,14.1
CCC12CN3CC(CC)(CN(C1)C31C(=O)N(C)c3ccc(C)cc31)C2=O (stereo unspecified),0.9,-3.3,4.4
O=C1CC(C(=O)Nc2nccs2)C(c2ccccc2)O1 (stereo unspecified),8.2,12.4,20.2
Cc1cc(C)n2nc(SCc3ncc(-c4ccccc4)o3)nc2n1,16.7,-3.3,32.5
N#CC1=C(N)OC2=C(C(=O)CCC2)C12CCN(C(=O)OCc1ccccc1)CC2,9.3,-2.0,-15.9
COc1ccc(OCc2cccc(C(=O)O)c2)cc1,6.8,8.8,33.6
COC(=O)c1ccccc1NC(=O)c1noc2c1CCC2,6.5,-15.9,1.8
O=C(c1ccc(=O)oc1)N1CCN(c2ccc(F)cc2)CC1,10.9,-40.5,-8.0
CC1(C)CC(=O)C2=C(C1)Nc1ccccc1NC2c1cccnc1 (stereo unspecified),15.9,1.1,6.7
O=C1C2C3C=CC(C3)C2C(=O)N1CNc1ccc(O)cc1 (stereo unspecified),2.6,0.1,-0.7
Cc1cccc(OCC(=O)Nc2ccc(N3CCCC3)cc2)c1C,9.9,4.7,7.9
CCn1cc(C(=O)NCc2ccccn2)c(=O)c2cc(F)c(N3CCN(C)CC3)cc21,9.0,-7.0,19.1
CCCCN(C(=O)Cn1nnc2ccccc21)C(C(=O)NCCOC)c1ccc(OC)cc1OC (stereo unspecified),10.2,3.0,-6.1
Cc1c(C(=O)NC2CC2)oc2ccc(S(=O)(=O)N3CCCCCC3)cc12,6.0,1.9,21.5
COc1ccc(OC)c(C2C=C(c3ccc(C)c(C)c3)Nc3nnnn32)c1 (stereo unspecified),22.1,-0.2,18.3
Clc1cccc(Nc2ncnc3c2cnn3-c2ccccc2)c1,13.3,-11.6,25.4
